From PubChem
SIRT5 block – sirtuin-5 (human) deacylase inhibition; Q9NXA8; Purified SirT5, succinyl-peptide AMC, trypsin-coupled fluorescence; inhibition, % at 15 µM; 330,000 compounds, 1.1% hits; AID 652115; in the data active = inhibition above about 15%; inconclusive = no clear call, values can overlap the other calls
ERp5 block – blocks human ERp5 reductase activity on insulin | ERp5 insulin aggregation, absorbance 650 nm, 90 min | 350,000 compounds, 0.05% hits | Q15084 | inhibition, % at 9.99 µM | AID 651711;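 active = mean replicate inhibition above about 25%, with every replicate also reaching it, limit read from the data, passing the limit was not always enough; inconclusive = only one of those two criteria met; inactive = neither criterion met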
Target sequence (Q15084 whole entry, looked up): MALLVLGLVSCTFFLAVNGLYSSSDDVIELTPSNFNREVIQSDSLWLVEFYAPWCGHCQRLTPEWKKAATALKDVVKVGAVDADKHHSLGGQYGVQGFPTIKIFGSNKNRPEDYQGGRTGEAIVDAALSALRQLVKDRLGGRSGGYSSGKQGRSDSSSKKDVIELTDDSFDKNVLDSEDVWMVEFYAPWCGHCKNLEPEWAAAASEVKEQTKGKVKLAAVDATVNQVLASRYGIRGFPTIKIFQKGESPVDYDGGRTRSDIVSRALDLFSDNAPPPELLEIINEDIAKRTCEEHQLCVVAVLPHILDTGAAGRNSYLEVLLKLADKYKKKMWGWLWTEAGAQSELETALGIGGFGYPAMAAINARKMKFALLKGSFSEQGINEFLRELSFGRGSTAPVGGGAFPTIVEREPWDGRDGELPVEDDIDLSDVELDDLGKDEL
miR122 inh – blocks miR-122 activity in Huh7 sensor cells. activation (reporter increase), % at 12.5 µM. Huh7 miR-122 Renilla luciferase sensor, 48 h; neutral wells = 0, positive control = 100. 340,000 compounds, 0.3% hits;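 active = mean replicate activation score at least 90 and every replicate individually at or above 90; inconclusive = only one of the two criteria met; inactive = neither criterion met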;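 also: higher luciferase means less miR-122 activity so hits act as miR-122 inhibitors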
ERAP1 HTS inh – ERAP1 (human) enzyme inhibition; Q9NZ08; recombinant ERAP1, Leu-AMC fluorescence, 60 min; inhibition, % at 10.7 µM; 340,000 compounds, 0.15% hits; AID 652197;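 active = mean replicate inhibition of at least 30%, or all replicates individually reaching that 30% level; inactive = mean below 30% and not every replicate reaching it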;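 also: 0% = neutral control wells and 100% = L-leucinethiol positive control wells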
Casp6 inh – caspase-6 (human) enzyme inhibition | purified caspase-6, Z-VEID-R110 cleavage fluorescence | P55212 | inhibition, % at 12.5 µM | 350,000 compounds, 0.53% hits;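 active = mean inhibition across replicates at least about 35%, with every replicate also reaching that limit, limit read from the data; inconclusive = only one of the two criteria met; inactive = neither criterion met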;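 also: 0% = median of neutral control wells and 100% = no fluorescence left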
Target sequence (P55212 24-179 limits assumed): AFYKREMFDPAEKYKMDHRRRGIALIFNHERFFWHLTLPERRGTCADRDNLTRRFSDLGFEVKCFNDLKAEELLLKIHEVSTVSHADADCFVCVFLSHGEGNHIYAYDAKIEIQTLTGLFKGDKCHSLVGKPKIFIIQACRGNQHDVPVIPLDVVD
Target sequence (P55212 194-293 limits assumed): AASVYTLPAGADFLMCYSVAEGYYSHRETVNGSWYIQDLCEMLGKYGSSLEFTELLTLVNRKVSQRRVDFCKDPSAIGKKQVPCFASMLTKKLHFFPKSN
DENV2 CPE – protects cells from dengue virus 2 cytopathic effect | CPE inhibition, % at 9.99 µM | 350,000 compounds, 1.7% hits | DENV2-infected cells, cytopathic effect rescue, plate reader; in the data active = CPE inhibition above about 20%, passing the limit was not always enough; inconclusive = no clear call, values can overlap the other calls; tested in BHK-21 cells;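 also: 0% = median of neutral control wells and 100% = median of positive control wells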
CFTR F508del cor – correctors of CFTR F508del function in bronchial epithelial cells; AID 720511; 350,000 compounds, 0.36% hits; CFBE cells, YFP halide quenching; stimulated with forskolin plus potentiator P3; % fluorescence drop versus neutral controls; activity (quench increase), % at 7.58 µM;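 active = mean added fluorescence quench of at least 8% versus neutral control, with both replicates also reaching 8%; inconclusive = only one of the mean or replicate conditions met; inactive = mean below 8% and not both replicates reaching 8%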;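 also: cells transiently co-express mutant CFTR-F508del with the halide-sensitive YFP; corrector assay measuring rescue of mutant channel to the surface after 24 h compound exposure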
Active calls of the source: *; ? = inconclusive; . = no result given; & = joins results of further samples; [ ] = dose if it differs, or a comment. Outcome played no part in choosing rows. About 4% of those tested had a hit in this group.

cpd	molecule	SIRT5 block	ERp5 block	miR122 inh	ERAP1 HTS inh	Casp6 inh	DENV2 CPE	CFTR F508del cor
1	O=C(CN(C(=O)CNC(=O)c1ccco1)c1ccc(F)c(Cl)c1)NC1CCCCC1	-2	6	.	-3	2	5	-0.6
2	O=C(CSc1ccc(Cl)cc1)NNC(=O)c1cccnc1	1	-6	-1	-3	4	.	-2.2
3	O=C(C1CCC1)N1[C@@H](CO)[C@@H](c2ccccc2)C12CN(Cc1ccccc1)C2	-1	9	.	-13	0	-4	-0.9
4	CCn1cc(CCC(=O)NCc2ccccc2OC)c2ccccc21	-2	2	7	-1	-1	-3	.
5	Cc1ccc(-c2cc(=O)[nH]c(NCc3ccccc3)n2)cc1	4	5	7	-3	2	-3	.
6	CC(C)/C(=N\NS(=O)(=O)c1ccc(Br)cc1)c1cccs1	3	1	7	1	2	-2	1.4
7	Cc1cccc(C)c1NC(=S)N/N=C/c1c(Cl)cccc1Cl	0	-3	.	0	-1	6	.
8	C[C@H]1CN([C@@H](C)CO)C(=O)c2cccc(NC(=O)c3ccc(-c4nccs4)cc3)c2O[C@H]1CN(C)C(=O)NC1CCCCC1	-1	-2	0[16.7 µM]	1	-2	?	-4.4
9	C[C@@H]1CN([C@H](C)CO)S(=O)(=O)c2ccc(C#Cc3ccccc3F)cc2O[C@@H]1CN(C)CC1CC1	-4	-1	28[16.7 µM]	-3	0	10	-3.2
10	CN(Cc1ccccc1)C(=O)COC(=O)c1cncc(Br)c1	17*	6	.	0	-2	-1	-0.3
11	COC(=O)c1c(C)[nH]c(C(=O)OCC(=O)NCC(C)C)c1C	-1	9	.	4	5	.	.
12	O=C1/C(=C/c2cccnc2)SC(=S)N1CCc1ccccc1	-4	9	-4	-2	-3	-2	0.6
13	CC(C(=O)NC1CCCC1)N1CCN(S(=O)(=O)c2ccccc2Cl)CC1 (configuration not stated)	-1	8	-5	-5	4	6	2.3
14	Cc1csc(SC(C)C(=O)Nc2ccc(F)cc2Cl)n1 (configuration not stated)	.	0	-4	1	-3	-6	-0.1
15	CC(C)OC(=O)N(C)C[C@@H]1OCc2cnnn2CCCC(=O)N([C@H](C)CO)C[C@H]1C	-3&2&2	1&1&-5	1	-4&-2&0	0&4&1	1&1&-3	1.7&-3.7&-0.1
16	COc1ccc2c3c([nH]c2c1)C(C)N(C(C)=O)CC3 (configuration not stated)	-2	1	9	0	0	3	1.6
17	Cc1ccc(SCC(=O)OC(C)C(=O)NCc2ccccc2)cc1 (configuration not stated)	10	9	.	-1	-3	64*	-0.8
18	Cc1ccc(Nc2nc3ccccc3n3cnnc23)cc1Cl	-2	0	.	-2	-11	-6	2.7
19	Cc1cccc(C)c1OCc1cc(C(=O)NCc2ccc(Cl)s2)no1	5	2	2	-3	-2	1	-1.6
20	C[C@@H]1CN([C@@H](C)CO)C(=O)c2cccc(NC(=O)CCCCCC(=O)Nc3ccccc3N)c2O[C@@H]1CN(C)Cc1ccccc1	-11	0	.	0	-4	-6	-1.3
21	C[C@@H]1CN([C@@H](C)CO)C(=O)Cc2cc(NC(=O)Nc3ccc4c(c3)OCO4)ccc2O[C@@H]1CN(C)CC1CC1	-4	-1	-12[16.7 µM]	-2	-1	5	0.5
22	COc1ccc(CCNC(=O)C2CCN(S(=O)(=O)c3ccc(OC)cc3)CC2)cc1	2	6	-2	-1	-1	7	0.5
23	C[C@@H]1CN([C@@H](C)CO)C(=O)c2cccc(NC(=O)c3ccncc3)c2O[C@H]1CN(C)Cc1ccc(C(F)(F)F)cc1	2	-2	34[16.7 µM]	3	4	3	-2.4
24	CCCNC(=O)N(C)C[C@@H]1Oc2ncc(-c3ccc(C(=O)N(C)C)cc3)cc2C(=O)N([C@@H](C)CO)C[C@H]1C	3	6	1[16.7 µM]	-1	3	3	-1.0
25	COC(=O)CC1SCCNC1=O (configuration not stated)	1	0	-2	1	1	.	.
26	Nc1cc2c(cc1Cl)N(Cc1ccccc1)C(=O)CO2	0	1	.	-2	-2	11	1.3
27	O=C(NNC(=O)c1ccccc1[N+](=O)[O-])c1cccs1	3	0	.	1	0	6	2.3
28	CCCc1nnc(SCC(=O)N2CCCCC2C)n1CCOC (configuration not stated)	0	0	7	.	-3	1	0.1
29	CCCCCC(=O)N1C[C@@H](O)[C@H](n2cc(C3CC3)nn2)C[C@@H]1c1ccc(Cl)cc1	-9	2	-8	0	3	?	2.1
30	CC(=O)Nc1ccc(NC(=O)C(C)Sc2nnc(-c3ccc4c(c3)OCO4)o2)cc1 (configuration not stated)	.	1	.	-2	-2	-1	0.2
31	C=CCn1c(C)cc(C(=O)Cn2ncc(Cl)c(Cl)c2=O)c1C	2	-3	13	1	5	?	?
32	Cc1cccc(C)c1NC(=O)C(CCc1ccccc1)n1c(=O)c(-c2cc3ccccc3[nH]2)nc2ccccc21 (configuration not stated)	.	0	.	-2	-3	-3	3.2

Compound profiles (already shown). Screens in order: SIRT5 block, ERp5 block, miR122 inh, ERAP1 HTS inh, Casp6 inh, DENV2 CPE, CFTR F508del cor
Cc1cccc(C)c1NC(=O)C(CCc1ccccc1)n1c(=O)c(-c2cc3ccccc3[nH]2)nc2ccccc21 (configuration not stated) is listed with ., 0, ., -2, -3, -3, 3.2
C=CCn1c(C)cc(C(=O)Cn2ncc(Cl)c(Cl)c2=O)c1C is listed with 2, -3, 13, 1, 5, ?, ?
CCCCCC(=O)N1C[C@@H](O)[C@H](n2cc(C3CC3)nn2)C[C@@H]1c1ccc(Cl)cc1 is listed with -9, 2, -8, 0, 3, ?, 2.1
O=C(NNC(=O)c1ccccc1[N+](=O)[O-])c1cccs1 is listed with 3, 0, ., 1, 0, 6, 2.3

(more compounds)
cpd	molecule	SIRT5 block	ERp5 block	miR122 inh	ERAP1 HTS inh	Casp6 inh	DENV2 CPE	CFTR F508del cor
33	CCNC(=O)C[C@@H]1CC[C@@H]2[C@@H](COc3ccc(NC(=O)c4ccc5c(c4)OCO5)cc3C(=O)N2C)O1	-2	-2	-2[16.7 µM]	-1	1	-10	0.3
34	CC1(c2cccc(Br)c2)NC(=O)N(CC(=O)N2CCc3ccccc32)C1=O (configuration not stated)	-4	-2	.	-3	-3	-2	-2.7
35	CCC(C)(CCNC(=O)Cc1ccccc1)c1ccccc1OC (configuration not stated)	-3	2	1	-1	-1	-6	-3.2
36	O=C(C1CCOCC1)N1CC(=O)N2[C@H](CO)[C@H](c3ccc(C#CC4CC4)cc3)[C@@H]2C1	0	2	.	0	-1	11	0.5
37	CNC[C@H]1Oc2ccc(NS(=O)(=O)c3ccc(C)cc3)cc2C(=O)N([C@@H](C)CO)C[C@@H]1C	-2	1	-1[16.7 µM]	-2	-1	4	1.2
38	COc1ccc(-c2cc(-c3ccc(O)cc3)nc(N)c2C#N)cc1OC	-7	2	6	-3	4	4	0.8
39	COc1ccccc1-c1cc(C(F)(F)F)n2ncc(C(=O)N3CCc4ccccc4C3)c2n1	-2	7	0	0	-1	1	0.8
40	COc1ccc(Cc2nnc(N/N=C/c3ccc(Br)cc3)[nH]c2=O)cc1OC	-1	0	0	-1	-1	5	-1.1
41	CCCN(C(=O)c1cc2c(s1)CCC2)c1c(N)n(Cc2ccccc2)c(=O)[nH]c1=O	-1	-1	.	0	5	-1	-1.1
42	CCOc1ccc(OCCOCCN2CCCC2)cc1	0	3	-6	-3	-51	?	0.4
43	O=C(CNC(=O)c1ccco1)NNC(=O)c1n[nH]c(=O)c2ccccc12	.	-4	.	-1	0	1	-0.1
44	Cc1ccc(/C=N/n2c(C)nc3ccccc3c2=O)o1	-1	5	.	0	-2	-9	4.5
45	Cc1ccc(S(=O)(=O)NCC(=O)N(CC(=O)NCC2CCCO2)Cc2ccco2)cc1 (configuration not stated)	2	1	-4	-1	-2	-1	0.3
46	CC(=O)N1N=C(c2ccccc2OC(=O)/C=C/c2ccccc2)CC1c1ccccc1 (configuration not stated)	-4	-2	.	0	0	2	-0.1
47	CCCC#Cc1ccc([C@H]2[C@H]3CN(C(=O)c4ccc(F)cc4)CC(=O)N3[C@H]2CO)cc1	0	-6	.	0	4	-4	-2.1
48	COc1cccc(NC(=O)N2CCCC2C(=O)NCc2ccccc2)c1 (configuration not stated)	.	-2	1	.	-3	1	-2.9
49	COc1ccc(S(=O)(=O)N2CCC(C(=O)N[C@@H](C)C(=O)NCc3cccnc3)CC2)cc1	-2	-2	5	0	2	10	0.8
50	O=C(COC(=O)c1cccc([N+](=O)[O-])c1)NCc1ccc2c(c1)OCO2	-1	-2	-11	-2	1	-12	0.5
51	S=C(Nc1ccc(Br)cc1Cl)NN1CCOCC1	1	-7	4	-3	7	.	-4.1
52	O=C(NCCSc1ccccc1)c1ccc(CN2CCOCC2)cc1	-1	-2	-1	0	-3	1	-1.9
53	COCC(=O)Nc1ccc2c(c1)C(=O)N(C)[C@H]1CC[C@H](CC(=O)NCCc3ccncc3)O[C@H]1CO2	-2	-2	15[16.7 µM]	-1	0	11	-1.9
54	CCOc1ccccc1NC(=O)CN1CCC(NC(=O)c2ccccc2C)CC1	-3	8	-1	-2	2	-6	-0.7
55	C=CCc1ccc(OCC(O)CN2CCc3ccccc3C2)c(OC)c1 (configuration not stated)	-6	3	6	0	2	20	-3.1
56	O=C(NC1CCCCC1)N[C@H]1CC[C@@H](CCNS(=O)(=O)c2ccc(F)cc2)O[C@H]1CO	4	-1	.	0	2	14	-3.5
57	C[C@@H]1CN([C@H](C)CO)C(=O)c2cccc(NC(=O)Nc3ccc(F)cc3)c2O[C@H]1CN(C)Cc1ccc(Oc2ccccc2)cc1	4	2	-3[16.7 µM]	0	-1	10	-3.0
58	CCc1cnc(N2[C@H](C#N)[C@@H](c3ccc(C4=CCCC4)cc3)[C@@H]2CO)s1	1	0	.	0	2	-9	0.1
59	CC1(C)C2CCC1(CS(=O)(=O)N1CCN(c3ccc(F)cc3)CC1)C(=O)C2 (configuration not stated)	-4	-3	-3	3	0	11	-0.6
60	O=C(C1CCCC1)N1C[C@@H]2[C@H](c3ccccc31)[C@H](CO)N2C(=O)Nc1cccc(F)c1	-2	-2	25[16.7 µM]	0	0	5	0.8
61	CC1=C(C(=O)N(C(C)C)C(C)C)CC(CC(=O)NCc2cccs2)C(=O)N1CCCN1CCCC1=O (configuration not stated)	15	4	3	2	1	9	2.2
62	CC(=O)Nc1nonc1NC(=O)COc1ccccc1	3	-1	.	5	-3	-2	.
63	CCn1nnnc1NCc1cccc(Cl)c1	0	-6	1	12	-1	-4	0.7
64	C[C@@H]1CN([C@H](C)CO)C(=O)c2cc(/C=C/c3ccccc3)cnc2O[C@H]1CN(C)C(=O)c1ccncc1	-10	-2	-6[16.7 µM]	2	3	3	-0.9
65	CCN(C(=O)COC(=O)c1ccc(=O)n(Cc2ccccc2)n1)C1CCCCC1	0	-3	3	1	-3	-1	0.9
